Compound activity deposited in PubChem by several laboratories.
GSK3beta inhib – human GSK3beta kinase inhibitors, primary screen, biochemical, cell-free homogeneous, HTS; Glycogen synthase kinase-3 beta (Homo sapiens), P49841; GST-GSK3beta kinase, ADP-Glo luminescence, 60 min; hits give low values; activity score (negative = inhibition), % at 10 µM; 300,000 tested, 0.038% active;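 active means more than half of replicate wells score below -50%, meaning over 50% inhibition versus plate controls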;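 further: 0% = median DMSO wells and -100% = median GW8510 positive control wells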
Target sequence (P49841 whole entry, looked up): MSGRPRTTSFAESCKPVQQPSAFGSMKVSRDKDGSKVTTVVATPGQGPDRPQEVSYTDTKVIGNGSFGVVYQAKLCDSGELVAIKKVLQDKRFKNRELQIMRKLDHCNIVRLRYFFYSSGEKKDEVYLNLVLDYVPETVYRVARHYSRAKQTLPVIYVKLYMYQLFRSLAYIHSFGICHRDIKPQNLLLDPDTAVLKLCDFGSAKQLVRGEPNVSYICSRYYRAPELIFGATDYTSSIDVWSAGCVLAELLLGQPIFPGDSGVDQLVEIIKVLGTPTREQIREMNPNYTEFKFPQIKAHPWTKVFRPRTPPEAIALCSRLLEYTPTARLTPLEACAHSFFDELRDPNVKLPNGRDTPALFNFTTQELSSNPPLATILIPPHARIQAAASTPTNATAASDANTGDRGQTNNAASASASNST
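Test system: GST-tagged human GSK3beta kinase, cell-free; evaluation: activity score scaled between in-plate DMSO and GW8510 controls; measured by: ADP-Glo luminescence; incubation: 60 min reaction, RT; benchmarks: DMSO and 20 µM GW8510; reagent: peptide substrate plus 25 µM ATP (final); medium: Tris/MgCl2 kinase buffer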
DYRK1A inh – rat Dyrk1A kinase inhibitors, primary screen, biochemical, single point, plate reader; Dual specificity tyrosine-phosphorylation-regulated kinase 1A (Rattus norvegicus), Q63470; ADP-Glo luminescence, NFATc1 peptide; inhibition, % at 12.5 µM; 310,000 tested, 0.43% active; in the data active means inhibition above about 50%;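 further: plate controls were vehicle with enzyme for no effect and no enzyme for full effect; many of its hits are not listed in these tables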
Platelet DG rel – inhibitors of platelet dense granule secretion, primary screen, cell-based, MLPCN, human platelets. 300,000 tested, 0.22% active. AID 1663, 2009. human platelet-rich plasma, SFLLRN dense granule ATP release, luminescence. inhibition, %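 (compounds screened at 7.5 µM in platelet-rich plasma)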;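 active means mean replicate score, as percent of positive control, at or above 50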
HSF1 inh – HSF1 inhibitors in luciferase reporter cells, primary screen, cell-based, NIH3T3, luminescence. NIH3T3-HGL HSE-luciferase, MG132-induced, luminescence 8 h; hits give low values. activity change, negative = inhibition, % at 7.5 µM (by protocol). 300,000 tested, 0.77% active. AID 2098, 2009;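 active means more than half of replicate wells show activity change below -50%, luminescence cut by over half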;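 further: luciferase reports HSF-1 transcriptional activity via heat shock element; 0% = median of DMSO wells and -100% = zero luminescence signal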
GSK3 alpha inh – blockers of GSK3A enzyme activity – biochemical, luminescence, cell-free homogeneous, HTS, primary screen; AID 2650, 2010; GSK-3 alpha kinase, ADP-Glo luminescence, 60 min; Glycogen synthase kinase-3 alpha (Homo sapiens), P49840; 320,000 tested, 0.1% active; inhibition, % at 10 µM;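 in the data active means inhibition above about 50%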;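 further: GST-tagged GSK-3 alpha with peptide substrate and 25 µM ATP; 0% = DMSO neutral wells and 100% = GW8510 positive control wells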
Target sequence (P49840 whole entry, looked up): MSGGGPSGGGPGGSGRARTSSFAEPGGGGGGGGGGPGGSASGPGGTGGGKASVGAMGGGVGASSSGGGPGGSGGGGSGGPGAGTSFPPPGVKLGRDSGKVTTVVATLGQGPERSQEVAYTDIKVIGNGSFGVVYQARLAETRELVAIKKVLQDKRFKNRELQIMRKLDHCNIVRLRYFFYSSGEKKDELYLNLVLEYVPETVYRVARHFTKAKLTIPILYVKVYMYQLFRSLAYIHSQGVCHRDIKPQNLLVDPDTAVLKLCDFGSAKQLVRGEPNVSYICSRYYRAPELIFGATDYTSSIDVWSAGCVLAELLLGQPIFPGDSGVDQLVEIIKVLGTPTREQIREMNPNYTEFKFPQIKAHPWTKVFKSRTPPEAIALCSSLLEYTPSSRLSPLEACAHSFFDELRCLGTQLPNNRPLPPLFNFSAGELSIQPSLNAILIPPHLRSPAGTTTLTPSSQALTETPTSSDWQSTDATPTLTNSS
KLF5 inhibitor – KLF5 expression inhibitors, primary screen, DLD-1 cells, luminescence. DLD-1 KLF5 promoter-luciferase reporter. inhibition, % at 5 µM. 290,000 tested, 0.23% active;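 active means inhibition above a per-plate limit of that plate's mean compound inhibition plus 3 SD, cut at about 60% in these data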;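 further: 0% = DMSO wells and 100% = LY294002 at 200 µM; higher means less KLF5 promoter-driven luciferase light; inactives centre near -14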
IEC-6 cytotox – cytotoxicity in IEC-6 intestinal epithelial cells, primary screen, cytotoxicity control for KLF5 inhibitor project, cell-based, luminescence; 290,000 tested, 0.78% active; inhibition, % at 5 µM; IEC-6 cytotoxicity, luminescence viability; in the data active means inhibition above about 22%;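 further: 0% = plate median of test compound wells and 100% = cytotoxic reference compound wells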
HSP90 refold inh – HSP90 inhibitors, primary screen, cell lysate, luminescence. Heat shock protein HSP 90 (rabbit reticulocyte lysate; luciferase refolding). Rabbit reticulocyte lysate, luciferase refolding luminescence, 3 h. inhibition, % at 5.6 µM. 290,000 tested, 0.91% active. AID 1789, 2009;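 active means inhibition above the screen-wide mean plus 3 SD, computed separately per campaign, cut at about 16% in these data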;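 further: 0% = DMSO wells and 100% = 60 µM geldanamycin wells; inhibitors lower the luminescence because luciferase stays unfolded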
HSF1 activator – HSF-1 activators, primary screen, NIH3T3-HGL cells, MG132 stress, luminescence, single point | 300,000 tested, 1.7% active | AID 504408, 2011 | activation, % at 9 µM | NIH3T3-HGL HSF-1 luciferase reporter, 8 h; 100% = twice DMSO control signal;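 active means mean replicate activation of at least 50% with a set share of replicates each reaching 50%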;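 further: 0% = median of the neutral control wells and 100% = twice that signal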
aSyn UTR inh – MLPCN primary screen, SNCA 5' untranslated region | alpha-synuclein 5'UTR reporter, inhibitor activity | inhibition, % (tested at 7.5 µM) | 300,000 tested, 0.82% active | AID 1813, 2009; in the data active means inhibition above about 60%;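 further: H4 neuroglioblastoma cells stably carrying SNCA 5'UTR luciferase fusion; 0% = DMSO wells and 100% = positive control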
* = called active by the depositor; / = not tested or not shown. An excerpt. The share of hits here may be higher or lower than overall.

Molecule,GSK3beta inhib,DYRK1A inh,Platelet DG rel,HSF1 inh,GSK3 alpha inh,KLF5 inhibitor,IEC-6 cytotox,HSP90 refold inh,HSF1 activator,aSyn UTR inh
Nc1nn(-c2ccccc2)nc1C(=O)OCc1ccccc1F,3,4,-6,1,-1,-24,-2,-3,15,-29
O=C(NCCc1ccccc1Cl)c1ccc2nc3ccccc3c(=O)n2c1,1,-1,5,1,-1,-46,6,-5,5,-100
Cc1cccc2nc3ccccc3cc12,-2,3,1,1,1,/,/,/,13,-29
COc1cccc(-c2csc(N3CCN(CC(=O)NNC(=O)c4ccc(Cl)cc4)CC3)n2)c1,2,5,1,-2,-1,-30,8,4,6,1
O=c1oc2c3c(nn2c2ccccc12)CCCC3,1,3,-6,3,-2,-15,0,1,-20,3
Cc1ccc(/C=N/NC(=O)CCCOc2ccc(Cl)cc2Cl)cc1[N+](=O)[O-],0,4,-1,4,/,-21,-1,0,24,5
CC(C)n1c(SCC(=O)Nc2ccccc2)nc2c1c(=O)[nH]c(=O)n2C,1,7,-5,-3,0,-14,0,-3,3,11
Cc1ccc(C(C[N+](=O)[O-])c2c(-c3ccccc3O)[nH][nH]c2=O)cc1 (centres undefined),1,-2,1,1,2,6,3,1,17,-34
O=C(O)c1cccc(CSc2nnc(Cc3ccccc3)o2)c1,2,-1,-6,-9,2,-47,-2,13,-7,12
CCCOC(=O)c1[nH]c2c(c1C)C(=O)CC(c1cccs1)C2 (centres undefined),0,-11,2,-10,-3,30,81*,-1,-21,59
CCOC(=O)c1c(CN(C)C)n(-c2ccccc2)c2cc(Br)c(O)cc12,-3,0,-1,9,3,-30,-4,-5,3,7
CC(=O)c1ccc(NC(=S)NNC(=O)c2ccccc2[N+](=O)[O-])cc1,4,45,2,22,-2,-21,2,-3,25,-12
O=C(O)C(c1ccccc1)N1C(=O)/C(=C\c2ccc(-c3ccc(Br)cc3)o2)SC1=S (centres undefined),2,6,4,-2,/,-18,-9,1,-6,-6
Cc1onc(-c2ccccc2)c1C(=O)N/N=C/c1cn(C)c2ccccc12,1,0,2,8,0,7,10,3,6,-4
CCCC(=O)Nc1ccc(Cl)c(NC(=O)CC)c1,1,-10,-2,-7,-1,-13,-9,-2,-3,9
CCCCCN1C(=O)Cn2c(nc3ccccc3c2=O)C1C (centres undefined),2,5,-1,4,-2,-16,-3,0,-20,-11
Nc1nc(Cl)cc(N2CCC(c3cc(-c4ccc(Cl)cc4Cl)n[nH]3)CC2)n1,2,-4,-8,-6,-1,-19,9,2,-2,20
COc1ccc2c(c1)CCc1cc(C(=O)O)sc1-2,1,55*,4,5,-7,-25,-7,1,-3,9
Cc1cccc(N/C(N)=N/c2nc(C)c(Cc3ccccc3)c(=O)[nH]2)c1,3,-5,14,/,1,26,-7,-3,/,/
Cc1ccc(N/C(N)=N/c2nc(C)cc(N3CCCCC3)n2)c(C)c1,-8,0,-4,/,11,10,21,-1,/,-1
COc1ccc(C(=O)N/N=C/c2sc(=O)n(Cc3cccc(C(=O)O)c3)c2Cl)cc1,2,3,3,-4,0,-33,-3,1,-1,6
COc1ccccc1C(=O)N(Cc1ccc(C)o1)C1CCS(=O)(=O)C1 (centres undefined),3,-2,-2,5,-2,-19,-2,-3,-4,1
COc1ccnc(CSC(N)=Nc2ccccc2C(F)(F)F)c1,0,21,7,4,2,-44,-2,-6,0,-42
Cc1nn(-c2ccc(F)cc2)c(Cl)c1/C=N/NC(=O)c1ccc(O)cc1,2,3,3,-4,3,-14,11,4,23,11
COC(CNC(=O)c1ccc2c(c1)nc(C)n2-c1ccc(F)c(F)c1)OC,3,14,8,-12,4,-9,0,0,-13,2
O=C(O)CN1C(=O)/C(=C\c2ccccc2OCc2ccc(F)cc2)SC1=S,6,-3,-1,-3,-4,-23,0,-1,27,0
Cc1cc(NC(=O)c2ccc(NC(=O)C3CCCO3)cc2)ccc1Br (centres undefined),0,-4,-7,20,-2,-179,5,-4,1,-121
CCCOc1ccc(C2c3c(oc4cc(C)c(C)cc4c3=O)C(=O)N2CCCN(C)C)cc1 (centres undefined),0,-2,1,5,-3,-9,0,0,-5,-23
CCCCCCCCCCCC(=O)NC(C(=O)OCC)C(O)c1cccc([N+](=O)[O-])c1 (centres undefined),5,-1,1,6,1,17,1,2,12,11
C[C@@H](CN1C(=O)C(=O)NC[C@@H]1C)NC(=O)CC12CC3CC(CC(C3)C1)C2,3,9,2,1,-1,6,2,1,-6,11
CC(C)(C)C1(O)CC(C(F)(F)F)=NN1C(=O)Cc1ccc([N+](=O)[O-])cc1 (centres undefined),4,-2,0,-5,0,7,3,-1,-1,-10
COc1ccc(N(C(=O)c2ccncc2)S(=O)(=O)c2ccc(Cl)cc2)cc1,0,-14,1,2,/,-5,5,1,9,-6
Cc1cc(C)nc(N2CCC(C(=O)NC3CC3)CC2)n1,-1,-1,-3,-1,0,-7,-4,0,-6,14
C=CCn1c(SCC(=O)Nc2ccc3c(c2)CCC3)nnc1-c1cccs1,-3,-1,-1,4,-3,-21,-6,3,-26,20
CCOc1ccc(N(CC(=O)NC2CCCC2)C(=O)CCC(=O)Nc2nccs2)cc1,2,-5,-1,-2,15,-17,-6,-4,-4,-24
COc1ccc(CCN=C(C)c2cc(C)c(C)cc2O)cc1OC,0,-3,4,-1,-1,-37,5,6,4,-1
O=C(NCN1CCN(c2ccccc2F)CC1)c1cccnc1,5,-1,6,-1,1,-33,-5,-1,-3,21
O=C1C2C3C=CC(C3)C2C(=O)N1CCN1CCN(S(=O)(=O)c2ccc3ccccc3c2)CC1 (centres undefined),-1,3,3,-2,-3,-15,0,1,-12,15
O=C1OC(c2ccco2)=N/C1=C\c1ccc(-c2cccc(C(F)(F)F)c2)o1,3,1,5,8,2,-28,6,1,13,-14
COc1ccc(CNC(=O)COC(=O)CC2CCCC2)cc1,5,-1,-5,-11,-4,-14,6,-2,-22,7
O=C(Nc1ccc(Oc2ccccc2)nc1)C1CCCCN1Cc1ccc(OCCO)cc1 (centres undefined),2,/,4,0,-2,-29,-2,-5,3,-5
NS(=O)(=O)c1ccc(NC(=O)/C=C/c2ccc3c(c2)OCO3)cc1,-1,2,0,0,-1,59,7,1,16,11
O=C(Nc1ccc(F)cc1)c1ccc2c(=O)n(CC3CCCO3)c(=S)[nH]c2c1 (centres undefined),-3,-6,2,-5,0,-7,-5,-3,-8,-2
Cc1ccc2c(=O)c(CN3CCCCCC3)c(C)[nH]c2c1C,-2,-3,3,3,-2,-5,0,-2,-9,1
COc1ccc2nc3ccccc3nc2c1NC(=O)c1ccc(Cl)cc1,4,-6,19,2,-1,3,-2,-6,31,7
CC(C)CC(=O)NCc1ccc2[nH]c3c(c2c1)CCCC3,2,4,11,10,1,-18,-5,-2,1,-3
Cc1cc(C)nc(/N=C(\N)Nc2ccc(S(=O)(=O)O)cc2)n1,0,-4,7,-6,/,8,2,3,-13,-27
CCCC(OC(=O)CN1C(=O)COc2ccccc21)C(=O)NC1CCCC1 (centres undefined),1,2,-16,-4,0,4,-5,2,6,-1
O=C1CCC(C(=O)N2CCCCCCC2)CN1Cc1cccc(C(F)(F)F)c1 (centres undefined),3,-3,12,-4,-2,-28,0,-3,25,23
Cn1cc([N+](=O)[O-])c(C(=O)NCc2ccccc2)n1,0,0,10,-5,4,-12,-2,3,11,4

Printed as active in DYRK1A inh, of those listed so far:
SMILES | GSK3beta inhib | DYRK1A inh | Platelet DG rel | HSF1 inh | GSK3 alpha inh | KLF5 inhibitor | HSP90 refold inh | HSF1 activator | aSyn UTR inh
COc1ccc2c(c1)CCc1cc(C(=O)O)sc1-2 | 1 | 55* | 4 | 5 | -7 | -25 | 1 | -3 | 9

Remaining list, next part.
Molecule,GSK3beta inhib,DYRK1A inh,Platelet DG rel,HSF1 inh,GSK3 alpha inh,KLF5 inhibitor,IEC-6 cytotox,HSP90 refold inh,HSF1 activator,aSyn UTR inh
COC(=O)c1ccnc(SCC(=O)c2ccccc2)c1,-1,3,3,19,-1,-122,-4,1,12,-117
Clc1ccc(-c2nnc(-c3ccccc3)nc2-c2c[nH]c3ccccc23)cc1,-2,1,0,-7,1,-2,1,2,3,-6
CCCCN(CCCC)CCNC(=O)c1cn(C)c2ccc(S(=O)(=O)N(C)C3CCCCC3)cc2c1=O,2,/,8,0,0,5,2,2,8,5
CC1=CC(=O)N(c2cccc(C(F)(F)F)c2)C1c1ccc(Cl)cc1 (centres undefined),2,-1,1,1,2,-7,2,2,-4,23
COc1cccc(CN(CC(=O)NCC2CCCO2)C(=O)CNS(=O)(=O)c2ccccc2)c1 (centres undefined),0,10,-4,0,-1,-12,5,3,-7,7
CCNc1nc(NCC)nc(N(C)N)n1,-4,1,1,-6,0,16,-2,-2,9,-18
CCN(Cc1ccccc1)C(=O)CSc1ccccc1C(=O)O,0,-6,1,-3,-2,-29,0,0,3,-5
COc1ccccc1NC(=O)CSc1nc(O)cc(=O)[nH]1,4,9,5,-6,-2,-16,-3,2,-5,-1
COc1ccc(C)cc1S(=O)(=O)N1CCCC(C(=O)N2CCN(c3ccccc3)CC2)C1 (centres undefined),-3,-3,-11,4,-1,-2,4,22*,17,10
O=C(CN1CCCCCC1)Nc1ccccc1[N+](=O)[O-],/,2,-10,-5,-1,-12,-1,5,-4,12
CC(=O)N1c2ccc(S(=O)(=O)N3CCCCC3)cc2CC1C(=O)Nc1ccc(F)cc1C (centres undefined),2,0,-4,6,8,-11,2,0,0,25
COc1cccc(NC(=O)COC(=O)CCCc2c[nH]c3ccccc23)c1,3,8,-6,1,1,-7,-2,-2,16,-3
CCOC(=O)N/N=C(C)/C=C/c1ccccc1,-1,2,-4,-4,3,-69,2,-6,34,-40
O=C(Cc1ccccc1[N+](=O)[O-])NCc1ccc(Cl)cc1Cl,-4,-6,-13,39,0,-39,2,0,81*,-142
O=S(=O)(c1cc(Cl)ccc1Cl)n1nnc2ccccc21,-2,-5,13,-9,-2,-12,5,5,-3,12
Cc1c(OCC(=O)N[C@@H](Cc2ccccc2)C(=O)O)ccc2c3c(c(=O)oc12)CCC3,1,0,-3,-22,1,-19,3,0,-36,-7
